GRP78 ERSR act: inducers of ER stress response in human glioma cells; U87-MG GRP78 promoter luciferase reporter, 16 h; Potency, µM, for inactives: at the highest dose activation, actives largely listed as activators; 420,000 tested, 0.02% active; AID 602332; note: potency is the fitted concentration of half-maximal effect; series mostly up to about 76 µM; % of control where 0% means no effect; nearly all actives have a fitted effect of over 35% in size
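ERSR induction read as luciferase luminescence (Bright-Glo, 10 min at room temperature) in stably transfected human U87-MG glioma cells exposed to compounds for 16 h, using GRP78 as sensor.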
PI4K2A inh: inhibitors of human PI4K2A | 420,000 tested, 0.13% active | purified PI4K2A, ADP-Glo luminescence, 1 h; hits give low values | activity change, negative = inhibition, % at 76.9 µM | Q9BTU6; in the data active = activity change below about -50%; inconclusive = mostly about -30% to -49%;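 note: -100% = wells without enzyme as full effect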
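Compounds are screened against recombinant PI4K2A using PI as substrate and ATP, the latter dispensed at 300 microM. Reactions run one hour at ambient temperature before ADP-Glo detection; full inhibition defined by wells lacking enzyme.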
mIDH1 inhibitor: human IDH1 R132H inhibition. O75874. IDH1-R132H enzyme, NADPH consumption, diaphorase/resazurin fluorescence. Potency, µM (series often up to 76.6 µM), inactives show at the top dose activity change, negative = inhibition, hits mostly inhibitors. 390,000 tested, 0.093% active. AID 602179; note: potency is the fitted concentration of half-maximal effect; % is set by controls: 0 for no effect and ±100 for the full control effect; nearly all actives have a fitted effect of over 65% in size
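IDH1-R132H (0.5 ug/mL dispensed) in pH 7.5 Tris buffer was preincubated 30 min with compound, then given a substrate mix of 0.016 mM NADPH and 2 mM alpha-KG for 80 min at room temperature; remaining NADPH was read by diaphorase/resazurin fluorescence.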
RXFP1 ag: RXFP1 (human) receptor agonism. HEK293T-RXFP1 cAMP TR-FRET, 30 min; response scale: percent of porcine relaxin response, buffer zero. Potency, µM (series often up to 57.5 µM), without a hit: at the top dose activation, most hits filed as activators. 370,000 tested, 0.3% active. AID 2676; note: potency is the fitted concentration of half-maximal effect; % is set by controls: 0 for no effect and ±100 for the full control effect; nearly all actives have a fitted effect of over 60% in size; many of its hits are not listed in these tables
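cAMP rise read by TR-FRET after 30 min, 37C compound exposure (up to 58 uM) in RXFP1-transfected HEK293 cells with Ro 20174 present. EC50 from Hill-equation fits, with 29 nM porcine relaxin as 100% and buffer as basal.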
LDHA inh: LDHA (human) enzyme inhibition; P00338; purified LDHA, NADH/diaphorase-resazurin fluorescence; hits give low values; activity change, % (values are at about 110 or 230 µM); 480,000 tested, 0.15% active; in the data active = activity change below about -30%; inconclusive = mostly about -25% to -30%;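 note: plate controls were DMSO wells for no effect and wells without enzyme for full effect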
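Enzyme activity of human lactate dehydrogenase 5 (2 nM; 0.06 mM NADH, 0.2 mM pyruvate, 5 min, RT) is measured via a resazurin/diaphorase fluorescence readout of residual NADH.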
Vif-A3G inh: blocks the Vif interaction with human APOBEC3G. Q9HC16. HeLa A3G-eYFP + Vif (tagged APOBEC3G with the HIV-1 protein that degrades it), YFP fluorescence, overnight. Potency, µM (titrated, usually from 46.1 µM), without a hit: at the highest dose activity, negative = active, hits mostly inhibitors. 410,000 tested, 0.076% active. AID 602310;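 note: potency is the fitted concentration of half-maximal effect; % is set by controls: 0 for no effect and ±100 for the full control effect; nearly all actives have a fitted effect of over 60% in size; hits raise eYFP signal because A3G escapes Vif-driven loss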
Target sequence (Q9HC16 whole entry, looked up): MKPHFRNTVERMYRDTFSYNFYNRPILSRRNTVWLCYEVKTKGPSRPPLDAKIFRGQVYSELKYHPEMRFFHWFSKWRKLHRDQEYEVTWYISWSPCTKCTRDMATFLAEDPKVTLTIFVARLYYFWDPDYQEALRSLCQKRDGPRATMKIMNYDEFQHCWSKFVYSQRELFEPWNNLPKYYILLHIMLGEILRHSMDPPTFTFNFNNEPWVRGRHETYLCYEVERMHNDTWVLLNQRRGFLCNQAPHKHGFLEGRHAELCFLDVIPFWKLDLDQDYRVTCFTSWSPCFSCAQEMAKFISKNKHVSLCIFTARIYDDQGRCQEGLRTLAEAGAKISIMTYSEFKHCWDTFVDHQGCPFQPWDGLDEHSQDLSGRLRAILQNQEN
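Read-out is eYFP fluorescence (Ex 488/Em 500-530) from Vif-expressing HeLa A3G-eYFP cells; more signal means A3G escaped Vif-mediated degradation. Cells plated overnight, compound pinned in, incubated overnight at 37 deg C.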
Vif-A3F inh: Vif-A3F binding inhibition; HeLa A3F-eYFP + Vif (tagged APOBEC3F with the HIV-1 protein that degrades it), YFP fluorescence increase; Potency, µM (titrated, usually from 46.1 µM), for the others: top-dose activity, negative = active; 390,000 tested, 0.2% active; note: potency is the fitted concentration of half-maximal effect; % of control where 0% means no effect; nearly all actives have a fitted effect of over 65% in size
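HeLa cells stably expressing Vif plus C-terminally eYFP-tagged A3F were seeded, incubated overnight at 37 deg C, dosed with compound, incubated overnight again at 37 deg C. Yellow fluorescence (Ex 488/Em 500-530) reported blocked Vif-mediated A3F-eYFP degradation.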
USP1 inh: USP1/UAF1 (human) deubiquitinase inhibition. O94782. recombinant USP1/UAF1, Ub-Rhodamine cleavage fluorescence. Potency, µM (highest dose often 57.1 µM), for the others: at the highest dose activity change, negative = inhibition, most hits filed as inhibitors. 390,000 tested, 0.23% active. AID 743255; note: potency is the fitted concentration of half-maximal effect; % is set by controls: 0 for no effect and ±100 for the full control effect; nearly all actives have a fitted effect of over 60% in size; inactives centre near -12
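High-throughput fluorogenic screen: 1nM USP1/UAF1 complex, Ub-Rho substrate 150nM final, 50mM HEPES pH 7.8 with 0.5mM EDTA, 0.1 mg/ml BSA, 1mM TCEP and 0.01% Tween-20.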
TrxR1 substrate: substrates of rat thioredoxin reductase 1. O89049. purified TrxR1 substrate turnover, NADPH consumption readout. Potency, µM (titrated, usually from 114 µM), for inactives: at the highest dose activity change, negative = substrate turnover. 390,000 tested, 0.01% active; note: potency is the fitted concentration of half-maximal effect; % is set by controls: 0 for no effect and ±100 for the full control effect; nearly all actives have a fitted effect of over 50% in size
Target sequence (O89049 whole entry, looked up): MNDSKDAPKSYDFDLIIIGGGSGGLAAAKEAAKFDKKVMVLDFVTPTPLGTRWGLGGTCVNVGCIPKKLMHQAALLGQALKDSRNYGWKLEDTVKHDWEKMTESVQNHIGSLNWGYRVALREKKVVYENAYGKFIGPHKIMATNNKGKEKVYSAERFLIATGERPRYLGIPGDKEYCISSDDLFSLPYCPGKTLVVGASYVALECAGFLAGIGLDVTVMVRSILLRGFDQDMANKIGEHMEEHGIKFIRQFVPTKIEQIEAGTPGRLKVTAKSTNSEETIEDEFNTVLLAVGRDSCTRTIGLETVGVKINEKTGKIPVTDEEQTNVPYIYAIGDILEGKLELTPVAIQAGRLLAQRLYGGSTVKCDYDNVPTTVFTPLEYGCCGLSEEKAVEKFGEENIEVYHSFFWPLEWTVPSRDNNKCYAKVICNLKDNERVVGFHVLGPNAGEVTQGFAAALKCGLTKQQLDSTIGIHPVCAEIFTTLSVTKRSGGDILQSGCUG
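Rat TrxR1, dispensed at 90 nM, was prereduced with 400 uM NADPH (final) for 5 min at ~22 deg C, then incubated with compound 15 min before 400 uM selenite. A first-read NADPH fluorescence drop versus no-compound background flagged substrates.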
* hit, by the source's call; ? = inconclusive; · = no result given; [ ] = dose if it differs, or a comment. Unless noted, calls come from the whole dose curve; as a rule, active = well fitted curve in the direction sought with a large enough effect; inconclusive = small, poorly fitted or top-dose-only effect, or another doubt; inactive = no such curve, though single readings can be large; an effect the other way counts as inactive or inconclusive.

compound	GRP78 ERSR act	PI4K2A inh	mIDH1 inhibitor	RXFP1 ag	LDHA inh	Vif-A3G inh	Vif-A3F inh	USP1 inh	TrxR1 substrate
COc1cc(Cl)ccc1NC(=S)N(CCCN1CCOCC1)Cc1cn(C)c2ccccc12	-3%	4	3%	1.6%	0	6%	7%	-17%	6%[57.1 µM]
COc1ccc(NC(=O)C2CCCN2S(=O)(=O)c2ccc3c(c2)CCC(=O)N3)cc1 (configuration not stated)	-2%	2	1%	2.6%	-2	-3%	2%	-14%	7%
O=C(CN1CCN(c2ccccc2F)CC1)c1ccc2cc[nH]c2c1	-2%	4	1%	-0.1%	2	-3%	-18%	-15%	10%[57.1 µM]
O=C(O)c1cccc(NC2=C(Cl)C(=O)c3ccccc3C2=O)c1	-13%	-27	8%	6.9%	9	5%	1%	?	-16%
Cc1ccccc1CNC(=O)c1ccc(CSc2nc3cccnc3n2Cc2ccccc2)cc1	-3%	4	0%	2.7%	0	-4%	1%	-31%	12%
COc1cc2ccccc2cc1C(=O)NC(=S)Nc1cccc(C(=O)O)c1C	0%	5	2%	-2.1%	-4	2%	-6%	-18%	9%
N=C(N)SCP(=O)(c1ccccc1)c1ccccc1	-13%	-1	2%	-1.9%	-14	-23%	0%	2%	3%[57.1 µM]
COCCn1c(SCC(=O)NC(=O)NC2CCCCC2)nc2ccccc2c1=O	-3%	-5	0%	·	-1	4%	2%	-26%	-5%
CCOC(=O)NC(=O)/C(C#N)=C\Nc1ccc(Cl)cc1Cl	8%	0	-9%	-0.4%	-7	-2%	-2%	-10%	-2%[57.1 µM]
NCc1cccc(CNc2ccc([N+](=O)[O-])cc2C(N)=O)c1	-6%	7	5%	-0.9%	-4	6%	-3%	8%	-3%
Cc1noc(NS(=O)(=O)c2ccc(N/C=C/C(=O)c3ccc4c(c3)OCO4)cc2)c1C	2%	-5	2%	4.0%	2	5%	·	-18%	-16%
CCN(CC(=O)Nc1ccc(NC(C)=O)cc1)C(=O)C1COc2ccccc2O1 (configuration not stated)	-3%	4	4%	0.3%	-5	1%	-19%	-1%	-10%
CCOC(=O)N1CCC(N2Cc3cccc(C(=O)N4CC(C)CC(C)C4)c3C2=O)CC1 (configuration not stated)	-5%	-7	4%	-1.9%	-3	-1%	-3%	-5%	-8%
CCCCC(=O)N1CCCC(c2nc3c(nnn3Cc3cc(C)ccc3C)c(=O)[nH]2)C1 (configuration not stated)	-2%	4	3%	0.1%	1	-4%	4%	-13%	5%
CCCCn1c(N)c(N(CCC(C)C)C(=O)CC2CCCCC2)c(=O)[nH]c1=O	-4%	1	8%	-0.1%	2	1%	9%	-15%	2%
O=C(Nc1ccc(Cl)cc1)Nc1ccccc1NS(=O)(=O)c1cccs1	-3%	-1	3%	0.6%	-3	-6%	2%	-26%	-3%
Cc1ccc(-n2c(SCC(=O)Nc3cccc(S(=O)(=O)NC4=NCCCCC4)c3)nc3ccccc3c2=O)cc1C	-4%	-5	-2%	-1.2%	-1	-2%	4%	-9%	-4%
O=C(NC(=S)Nc1ccccc1[N+](=O)[O-])c1ccco1	7%	-3	0%	0.7%	1	-1%	?	-23%	2%
COc1cc(C2c3cc4c(cc3C(OC3OC5COC(c6cccs6)OC5C(O)C3O)C3COC(=O)C23)OCO4)cc(OC)c1O (configuration not stated)	-2%	0	-6%	5.3%	-1	?	?	-14%	1%
COc1cc2[nH]c(=O)n(Cc3ccc(C(=O)NCC4CCCO4)cc3)c(=O)c2cc1OC (configuration not stated)	-7%	-1	4%	2.7%	-10	0%	-13%	-9%	13%[57.1 µM]
O=[N+]([O-])c1ccccc1C=NN1CCCCCC1	0%	2	6%	·	3	-6%	2%	-3%	-5%
CC1CCCCC12NC(=O)N(CC(=O)OCC(=O)NC(=O)c1ccccc1)C2=O (configuration not stated)	-5%	7	6%	6.0%	-1	1%	3%	-15%	2%
COc1ccc(/C=C/C(=O)OCC(=O)Nc2ccc(N3CCOCC3)cc2)cc1	2%	0	-3%	-0.5%	2	2%	-3%	-21%	-2%
O=C(Nc1cccnc1)C1CC(=O)N(c2ccc(F)cc2)C1 (configuration not stated)	0%	-2	-6%	2.1%	-1	0%	3%	-20%	-2%[57.1 µM]
CC(=O)Nc1ccc(-c2nnc(SCC(=O)c3ccc4c(c3)Cc3ccccc3-4)n2C)cc1	-2%	23	2%	-0.9%	-5	0%	0%	-20%	10%
O=C(NCCCNC(=O)c1cccnc1)c1ccc(Cl)cc1	-5%	1	2%	0.2%	-6	-3%	-2%	-2%	0%
COc1ccc(CCNC(=O)CN2C(=O)NC(Cc3c[nH]c4ccccc34)C2=O)cc1 (configuration not stated)	1%	3	2%	1.7%	-4	0%	4%	-18%	6%
CCOc1ccc(CCNC(=O)c2cc(=O)[nH]c3ccc(S(=O)(=O)N4CCCCC4C)cc23)cc1OCC (configuration not stated)	0%	0	-6%	-0.9%	-6	-4%	-1%	-14%	-4%[57.1 µM]
CCCC(C)C(=O)Nc1nc(C)c(-c2csc(Nc3ccccc3OC)n2)s1 (configuration not stated)	-2%	1	2%	1.3%	0	3%	7%	-21%	0%
CCCC(C)NNC(=O)c1cc2ccccc2[nH]1 (configuration not stated)	-2%	-7	3%	-3.8%	-13	-7%	-3%	-3%	0%
Cc1ccc(S(=O)(=O)N2CCC(=O)N(C(COCc3cccc(C)c3)Cc3ccccc3)CC2)cc1 (configuration not stated)	-2%	-3	8%	0.1%	0	0%	5%	-29%	-7%[57.1 µM]
CCN(CC(=O)Nc1ccc(NC(C)=O)cc1)C(=O)c1ccc(C(=O)c2ccccc2)cc1	-3%	0	0%	0.9%	-6	0%	3%	3%	-2%
Cc1csc(NC(C)c2nc3cc(Cl)c(N4CCCCC4)cc3n2CCOCCO)n1 (configuration not stated)	-4%	0	-2%	·	4	-6%	-2%	-11%	1%
Cc1ccc(N2C(=O)CC(n3ccnc3)C2=O)cc1C (configuration not stated)	-5%	0	6%	0.6%	-2	0%	5%	-7%	8%[11.4 µM]
CN(C)S(=O)(=O)c1ccc(C(=O)OCc2nnc(-c3ccccc3)o2)cc1	2%	-5	13%	1.4%	-2	0%	14%	-13%	-3%
CN(C)S(=O)(=O)c1ccc2c(c1)C(=NNC(N)=O)c1cc(S(=O)(=O)N(C)C)ccc1-2	-4%	-1	-11%	0.1%	-1	0%	6%	-32%	6%
COc1ccccc1N1CCN(C(=O)c2sc3ncn(CC(=O)N4CCC(C)CC4)c(=O)c3c2C)CC1	-3%	5	1%	2.7%	1	2%	4%	-31%	-4%
NS(=O)(=O)c1ccc(CNC(=O)c2ccc(Br)o2)cc1	-4%	-2	-1%	-1.2%	-1	2%	3%	-10%	7%[57.1 µM]
COc1ccc(N2CCC(CNC(=O)Nc3ccc(Cl)cc3)C2)cc1 (configuration not stated)	6%	-2	1%	1.3%	8	1%	-10%	-12%	-4%
COc1cccc(CNC(=O)C23CN(Cc4ccccc4)CC2C(c2ccc([N+](=O)[O-])cc2)=NO3)c1 (configuration not stated)	-2%	-2	-4%	-0.1%	-14	-1%	-1%	-30%	-5%
COc1cccc(C(=O)CSc2nnc(-c3cc(OC)c(OC)c(OC)c3)o2)c1	-3%	-5	6%	0.2%	-13	-2%	-7%	-14%	6%
COC(=O)c1cccc(Cn2c(Cl)c(/C=N/Nc3ccccc3C)sc2=O)c1	-14%	24	1%	-0.9%	4	-19%	1%	-24%	-13%
CCO[C@H]1OC(C(=O)N2CCOCC2)=C[C@@H](c2cn(C(C)=O)c3ccccc23)[C@@H]1CCCO	3%	-1	19%	0.8%	0	3%	3%	-6%	-10%[57.1 µM]
Cc1ccc(-n2c(SCC(=O)OC(C)C)nnc2-c2ccco2)cc1	-4%	-1	0%	1.9%	1	1%	2%	-2%	12%[57.1 µM]

Three entries out of the list, arranged by SMILES length, rising:
compound	GRP78 ERSR act	PI4K2A inh	mIDH1 inhibitor	RXFP1 ag	LDHA inh	Vif-A3G inh	Vif-A3F inh	USP1 inh	TrxR1 substrate
N=C(N)SCP(=O)(c1ccccc1)c1ccccc1	-13%	-1	2%	-1.9%	-14	-23%	0%	2%	3%[57.1 µM]
O=C(Nc1cccnc1)C1CC(=O)N(c2ccc(F)cc2)C1 (configuration not stated)	0%	-2	-6%	2.1%	-1	0%	3%	-20%	-2%[57.1 µM]
Cc1ccc(-n2c(SCC(=O)Nc3cccc(S(=O)(=O)NC4=NCCCCC4)c3)nc3ccccc3c2=O)cc1C	-4%	-5	-2%	-1.2%	-1	-2%	4%	-9%	-4%

These rows are one share of the data; the hit share may differ from the screen's.
